# Rev-RRE block – HIV-1 Rev-RRE binding inhibitors, primary screen, biochemical, FRET, protein-RNA interaction | P05866 | Rev peptide-RRE RNA binding | inhibition, % at 8 µM | 97,000 compounds, 0.79% hits | AID 704, 2007;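 active = inhibition above the screen-wide mean plus 3 SD, cut at about 35% in these data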;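 also: 0% = median DMSO wells and 100% = median Neomycin B control wells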
#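 Assay system: Labelled RRE RNA duplex and labelled Rev peptide | Times: 5 min preincubation and 15 min binding, 25 °C | Detection: FRET, ex 480 nm, em 540 and 671 nm | Evaluation: % inhibition of FRET ratio versus controls | Benchmarks: DMSO wells as 0% and neomycin B wells as 100% inhibition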
# EphB4 ephrin blk – EphB4-ephrin-B2 interaction antagonists, primary screen, biochemical, TNYL-RAW peptide probe, fluorescence polarization; Ephrin type-B receptor 4 (Homo sapiens), P54760; EphB4 LBD / TNYL-RAW-Alexa532 peptide; 97,000 compounds, 0.15% hits; inhibition, % at 7 µM;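 active = inhibition above the screen-wide mean inhibition plus 3 SD, cut at about 15% in these data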;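 also: 0% = DMSO wells and 100% = excess unlabeled TNYL-RAW peptide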
# CYP2C9 activ – human CYP2C9 activators, primary screen, biochemical, luminescence | recombinant CYP2C9, luciferin-H conversion; stronger effect = higher value; factor 1 = untreated enzyme, 0 = blocked | activation factor at 5 µM | 96,000 compounds, 1.4% hits;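 active = activation factor of 2 or more for CYP2C9 at a 5 µM dose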;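 also: 0 = sulfaphenazole-blocked wells and 1 = vehicle-only wells; values of inactives mirror those of a sister screen read the other way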
# Plk1 PBD FP – Plk1 polo box domain binding inhibitors, primary screen, biochemical, fluorescence polarization | Serine/threonine-protein kinase PLK1 (Homo sapiens), P53350 | Plk1 PBD phosphopeptide binding | inhibition, %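 (tested at about 20 µM)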 | 97,000 compounds, 0.13% hits; in the data active = inhibition above about 34%, passing the limit was not always enough
# CYP2C19 act – human CYP2C19 activators, primary screen, biochemical, luminescence; Cytochrome P450 2C19 (Homo sapiens), P33261; recombinant CYP2C19, luciferin-H EGE luminescence; stronger effect = higher value; 0 = fully inhibited enzyme, 1 = untreated enzyme; activation factor at 5 µM; 96,000 tested, under 10 active;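 active = activation factor of at least 2 at 5 µM in the primary screen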;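 also: 0 = wells with 2.5 mM tranylcypromine and 1 = vehicle-only wells; values of inactives mirror those of a sister screen read the other way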
# Target sequence (P33261 whole entry, looked up): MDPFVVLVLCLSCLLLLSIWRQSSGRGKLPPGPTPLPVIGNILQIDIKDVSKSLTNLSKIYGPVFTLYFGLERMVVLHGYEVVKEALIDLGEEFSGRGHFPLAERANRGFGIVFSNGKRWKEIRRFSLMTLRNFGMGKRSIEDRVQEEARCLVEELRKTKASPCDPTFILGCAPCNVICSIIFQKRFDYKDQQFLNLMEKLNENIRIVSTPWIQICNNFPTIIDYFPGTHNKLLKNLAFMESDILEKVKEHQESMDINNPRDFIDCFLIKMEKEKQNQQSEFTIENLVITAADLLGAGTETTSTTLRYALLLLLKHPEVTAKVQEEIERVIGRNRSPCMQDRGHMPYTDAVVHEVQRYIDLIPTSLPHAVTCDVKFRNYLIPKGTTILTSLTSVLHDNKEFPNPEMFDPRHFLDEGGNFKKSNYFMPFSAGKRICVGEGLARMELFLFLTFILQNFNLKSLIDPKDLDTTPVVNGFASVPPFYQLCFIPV
# CYP2C19 inh – blockers of cytochrome P450 2C19 activity – biochemical, luminescence, ADME assay, primary screen | CYP2C19 Supersomes, luciferin-H EGE luminescence, 30 min | P33261 | AID 778, 2007 | 96,000 compounds, 21% hits | inhibition, % at 5 µM;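 active = CYP2C19 inhibition above a set limit at 5 µM in the primary screen, cut at about 50% in these data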;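 also: plate controls were negative control wells for no effect and 2.5 mM tranylcypromine positive control for full effect; values of inactives mirror those of a sister screen read the other way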
# PLK1 inh – human PLK1 kinase inhibitors, primary screen, biochemical, TR-FRET | 97,000 compounds, 0.53% hits | recombinant PLK1 kinase, TR-FRET peptide phosphorylation | AID 619, 2007 | Serine/threonine-protein kinase PLK1 (Homo sapiens), P53350 | inhibition, % at 10 µM;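 active = inhibition of 50% or more in the single-concentration screen; inactive = inhibition below 50%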;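 also: 0% = DMSO max control and 100% = H-89 dihydrochloride min control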
# CYP2C9 inh – blockers of cytochrome P450 2C9 activity – biochemical, luminescence, ADME assay, primary screen | AID 777, 2007 | CYP2C9 Supersomes, luciferin-H conversion | 96,000 compounds, 20% hits | inhibition, % at 5 µM;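 active = blocking of liver enzyme CYP2C9 beyond about 50% at 5 µM, limit read from the data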; also: values of inactives mirror those of a sister screen read the other way
# PLAP activator – PLAP enzyme activators, biochemical, luminescence, HTS; activation fold at 20 µM; purified PLAP enzyme, luminescent substrate read-out; stronger effect = higher value; 96,000 compounds, 1.2% hits; Alkaline phosphatase, placental type (Homo sapiens), P05187; AID 696, 2007; in the data active = activation fold above about 2
# Target sequence (P05187 whole entry, looked up): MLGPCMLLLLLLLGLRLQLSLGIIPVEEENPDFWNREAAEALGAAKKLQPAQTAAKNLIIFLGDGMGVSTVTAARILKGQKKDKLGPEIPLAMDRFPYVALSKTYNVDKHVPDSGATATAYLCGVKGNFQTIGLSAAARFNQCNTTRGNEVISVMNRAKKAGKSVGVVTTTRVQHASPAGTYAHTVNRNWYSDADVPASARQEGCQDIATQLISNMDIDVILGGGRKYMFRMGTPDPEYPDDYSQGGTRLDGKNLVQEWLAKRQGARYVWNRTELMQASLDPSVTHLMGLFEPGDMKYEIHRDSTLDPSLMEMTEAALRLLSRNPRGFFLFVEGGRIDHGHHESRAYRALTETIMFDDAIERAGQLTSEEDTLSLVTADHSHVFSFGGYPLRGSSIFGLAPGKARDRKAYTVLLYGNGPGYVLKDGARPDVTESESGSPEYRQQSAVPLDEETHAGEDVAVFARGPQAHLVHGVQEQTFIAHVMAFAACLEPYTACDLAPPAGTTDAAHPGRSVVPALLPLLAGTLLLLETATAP
# Starred values were filed as active, the others as inactive; · = no result given.
# Sample of the layout (13 entries):
Plk1 PBD FP	CYP2C19 inh	CYP2C19 act	CYP2C9 inh	Rev-RRE block	CYP2C9 activ	PLK1 inh	PLAP activator	EphB4 ephrin blk	canonical_smiles
22	74*	0.3	60*	4	0.4	8	1.1	-5	O=C(Nc1cccnc1)c1ccc(COc2cc(Cl)ccc2Cl)o1
-3	6	0.9	12	6	0.9	7	0.9	-2	CCOC(=O)c1cc(C(C)=O)c(=O)n(C)c1N
0	87*	0.1	69*	4	0.3	37	2.2*	1	Cc1c(O)ccc(-c2[nH]ncc2-c2nc3ccccc3s2)c1O
-20	26	0.7	11	6	0.9	-13	0.9	7	FC(F)(F)c1cc(C(F)(F)F)n2nc(-c3sccc3-n3cccc3)cc2n1
-22	16	0.8	13	0	0.9	2	1	3	CCC(=O)/C=C1/Sc2ccc(OC)cc2N1CC
-7	97*	0	97*	20	0	-12	1.1	7	CCOC(=O)c1cc2sccc2n1Cc1ccc(C#N)cc1
35	-4	1	1	2	1	-8	1.7	6	Cc1cccc(C)c1-n1c(C)cc(/C=N/NC(=O)c2ccncc2)c1C
-17	-8	1.1	6	11	0.9	-7	1.1	7	COc1ccc(Sc2nnc(-c3ccccc3)cc2C#N)cc1
3	47	0.5	48	3	0.5	-4	1.5	4	CCOc1ccc2c(c1)c1nnc(SCC3CCCO3)nc1n2C (stereo unspecified)
-13	11	0.9	-82	2	1.8	-9	1.2	-5	Cc1cc(-c2cccnc2)c(C#N)c(SCC#N)n1
-10	63*	0.4	20	3	0.8	-7	0.7	-3	COC(=O)[C@H](Cc1ccccc1)NC(=O)NCc1cccs1
·	65*	0.4	8	·	0.9	·	1.2	·	Nn1c(SCc2cn3ccsc3n2)nnc1-c1ccncc1
-17	76*	0.2	40	4	0.6	-2	1.5	1	Cc1ccc(C)c(-n2nnnc2SCC(=O)NCCC2=CCCCC2)c1

# The listing, from the start:
Plk1 PBD FP	CYP2C19 inh	CYP2C19 act	CYP2C9 inh	Rev-RRE block	CYP2C9 activ	PLK1 inh	PLAP activator	EphB4 ephrin blk	canonical_smiles
22	74*	0.3	60*	4	0.4	8	1.1	-5	O=C(Nc1cccnc1)c1ccc(COc2cc(Cl)ccc2Cl)o1
-3	6	0.9	12	6	0.9	7	0.9	-2	CCOC(=O)c1cc(C(C)=O)c(=O)n(C)c1N
0	87*	0.1	69*	4	0.3	37	2.2*	1	Cc1c(O)ccc(-c2[nH]ncc2-c2nc3ccccc3s2)c1O
-20	26	0.7	11	6	0.9	-13	0.9	7	FC(F)(F)c1cc(C(F)(F)F)n2nc(-c3sccc3-n3cccc3)cc2n1
-22	16	0.8	13	0	0.9	2	1	3	CCC(=O)/C=C1/Sc2ccc(OC)cc2N1CC
-7	97*	0	97*	20	0	-12	1.1	7	CCOC(=O)c1cc2sccc2n1Cc1ccc(C#N)cc1
35	-4	1	1	2	1	-8	1.7	6	Cc1cccc(C)c1-n1c(C)cc(/C=N/NC(=O)c2ccncc2)c1C
-17	-8	1.1	6	11	0.9	-7	1.1	7	COc1ccc(Sc2nnc(-c3ccccc3)cc2C#N)cc1
3	47	0.5	48	3	0.5	-4	1.5	4	CCOc1ccc2c(c1)c1nnc(SCC3CCCO3)nc1n2C (stereo unspecified)
-13	11	0.9	-82	2	1.8	-9	1.2	-5	Cc1cc(-c2cccnc2)c(C#N)c(SCC#N)n1
-10	63*	0.4	20	3	0.8	-7	0.7	-3	COC(=O)[C@H](Cc1ccccc1)NC(=O)NCc1cccs1
·	65*	0.4	8	·	0.9	·	1.2	·	Nn1c(SCc2cn3ccsc3n2)nnc1-c1ccncc1
-17	76*	0.2	40	4	0.6	-2	1.5	1	Cc1ccc(C)c(-n2nnnc2SCC(=O)NCCC2=CCCCC2)c1
·	-15	1.1	-39	·	1.4	·	0.9	·	CCOC(=O)CC(=O)Nc1nnc(CC(C)C)s1
-16	16	0.8	12	1	0.9	0	1.1	8	CCc1nc2sc3ccccc3c(=O)c2c(=O)n1CCOC
-21	4	1	9	10	0.9	3	1.4	8	O=C(Nc1nnc(-c2ccc3c(c2)CCCC3)o1)C1COc2ccccc2O1 (stereo unspecified)
-14	-2	1	38	3	0.6	-11	1	-7	O=[N+]([O-])c1cc(/C=N/N2CCN(C3c4ccccc4-c4ccccc43)CC2)ccc1Cl
6	6	0.9	5	8	0.9	4	1.2	11	CC(=O)N1CCN(c2ccc(NC(=O)c3ccc(C)cc3)cc2)CC1
5	56*	0.4	68*	0	0.3	36	1.4	-7	COc1ccc(Br)cc1S(=O)(=O)N(CC(=O)N1CCOCC1)c1ccccc1
-50	89*	0.1	84*	10	0.2	24	1.1	8	COc1cccc(-n2nc(-c3ccnn3-c3ccc(C)cc3)c(=O)n(C)c2=O)c1
-4	9	0.9	20	22	0.8	-31	0.7	-1	Cc1cc(C)c2nc(C(F)(F)F)c(C#N)c(N)c2c1
-8	4	1	38	9	0.6	7	1.4	4	CC(=O)N1CCN(C(=O)CSc2nc3c(cnn3-c3ccccc3)c(=O)[nH]2)CC1
1	4	1	4	7	1	-10	1	4	CC(C)Cc1nc2oc3c(Cl)ncnc3c2c2c1CCC2
·	16	0.8	-13	·	1.1	·	1.2	·	Cc1nn(C)c(C)c1S(=O)(=O)N1CCCC(C(=O)NC2CCCCCC2)C1 (stereo unspecified)
-27	3	1	-2	7	1	-18	1	3	COC1(OC)N=C(N)C2(C#N)C(c3ccccc3)NC(C)=CC12C#N (stereo unspecified)
·	56*	0.4	18	·	0.8	·	0.9	·	c1ccc(-c2ccc(-c3ccccn3)nn2)nc1
29	-15	1.1	-23	8	1.2	-6	1.3	7	Cn1c(SCC(N)=O)nnc1-c1ccccc1
-11	94*	0.1	86*	2	0.1	-2	1.5	0	O=C(CN1C(=O)CC(c2ccco2)Sc2ccccc21)NCc1ccc2c(c1)OCO2 (stereo unspecified)
-15	73*	0.3	62*	10	0.4	-18	1.2	-12	COc1ccc2c(c1)S/C(=C\C(=O)c1ccncc1)N2C
8	12	0.9	-76	-3	1.8	27	1.5	-4	Cc1ccc(NC(=O)c2ccc(CSc3ncnc4nc[nH]c34)cc2)c(C)c1
·	-18	1.2	-12	·	1.1	·	1	·	CCOC(=O)Cc1csc(NC(=O)CSc2nnc(C(C)C)n2C)n1
·	83*	0.2	74*	·	0.3	·	1.1	·	CCOC(=O)C1=C(C)OC(N)=C(C#N)C1c1c(C)nn(-c2ccccc2)c1Cl (stereo unspecified)
4	19	0.8	78*	14	0.2	-14	1.5	9	CCOCCCNC(=O)c1ccc(N(C)S(=O)(=O)c2ccc(OC)cc2)cc1
5	44	0.6	70*	23	0.3	-5	0.3	-9	Cc1ccccc1N=C(NOCc1ccc(Cl)cc1Cl)c1nonc1N
1	46	0.5	11	-2	0.9	-5	1	-2	O=C(c1ccc(F)cc1)c1cc2ccccc2o1
·	45	0.6	-56	·	1.6	·	1.1	·	CCOc1ccccc1Nc1ncnc2c1cnn2-c1ccccc1
-2	-5	1.1	-8	3	1.1	-4	1.6	4	c1ccc2c(c1)[nH]c1nc(SCCN3CCOCC3)nnc12
-22	23	0.8	9	-3	0.9	-10	0.9	0	CN(c1ccc(C(=O)NCCSCc2ccco2)cc1)S(C)(=O)=O
15	20	0.8	14	8	0.9	-4	0.9	0	CC1Cc2ccccc2N1C(=O)C12CCC(C)(C(=O)C1)C2(C)C (stereo unspecified)
1	19	0.8	12	5	0.9	-10	1	10	O=c1c2ccccc2ncn1-c1ccc2c(c1)OCCO2
22	22	0.8	20	10	0.8	-9	1.1	6	CSc1ncc(Cl)c(C(=O)NCc2ccc3c(c2)OCO3)n1
10	23	0.8	-40	-2	1.4	-5	1	-1	COc1ccccc1NC(=O)C(C/C=C(\C)Cl)C(C)=O (stereo unspecified)
-21	25	0.7	23	9	0.8	-9	1.1	2	CCc1c(C)sc(NC(=O)CCc2ccc(OC)cc2)c1C(N)=O
2	·	·	·	0	·	-12	·	-4	C/C(=N\Nc1cc(-c2ccccc2)nc(-c2ccc(Br)cc2)n1)c1cccc(N)c1
3	·	·	·	4	·	-4	·	0	CC(C)(C(=O)c1ccccc1)/[N+]([O-])=C/c1ccc(F)cc1
-7	10	0.9	4	3	1	-6	0.9	-1	Cc1nn2c(nc1=O)SCC(c1ccccc1)=N2
-8	96*	0	96*	4	0	-10	1.1	0	O=S(=O)(/N=C(/Sc1ccccc1)c1ccccc1)c1ccccc1
-4	·	·	·	3	·	-10	·	-2	CN(Cc1ccccc1)C(=O)c1ccccc1NC(=O)c1ccco1
·	-2	1	56*	·	0.4	·	1.5	·	COc1ccccc1-c1nn2c(-c3ccc(C(C)(C)C)cc3)nnc2s1
-36	20	0.8	2	6	1	-6	1.2	1	CCC(=O)Nc1nc(CC(=O)Nc2ccccc2)cs1
0	-6	1.1	3	7	1	-12	1.1	2	O=C(C1CCN(S(=O)(=O)c2cccs2)CC1)N1CCN(c2ccccc2)CC1
-27	24	0.8	11	-3	0.9	-16	0.9	1	CN(C(=S)NC(=O)c1ccccc1Br)C1CCCCC1
-7	8	0.9	6	5	0.9	-15	1	6	COC(=O)CN(n1cnnc1)S(=O)(=O)c1ccc(C)cc1
21	60*	0.4	84*	3	0.2	3	0.8	6	Cc1ccc(NC(=O)CS(=O)CC(=O)NCCCN(C)c2ccccc2)cc1 (stereo unspecified)
-20	69*	0.3	26	7	0.7	-4	1.3	0	O=C(c1ccco1)N1CCN(S(=O)(=O)c2ccc3c(c2)CCN3C(=O)C2CC2)CC1
23	-9	1.1	-4	7	1	-4	1	1	COc1ccccc1CNc1ccc(N2CCOCC2)c(C(=O)O)c1

# (more compounds)
Plk1 PBD FP	CYP2C19 inh	CYP2C19 act	CYP2C9 inh	Rev-RRE block	CYP2C9 activ	PLK1 inh	PLAP activator	EphB4 ephrin blk	canonical_smiles
-13	27	0.7	6	15	0.9	-5	0.9	-1	O=C(Nc1cccc([N+](=O)[O-])c1)c1ccc2nc(N3C(=O)CCC3=O)sc2c1
-19	1	1	-10	12	1.1	-15	1	0	CC1CCC2(CC1)NC(=O)N(CC(=O)Nc1nc(-c3ccc(F)cc3)cs1)C2=O (stereo unspecified)
·	57*	0.4	-20	·	1.2	·	1.6	·	CC(C)=C1SC(N2CCN(Cc3ccccc3)CC2)=NC1=O
-40	-15	1.1	-18	9	1.2	43	1	1	CC(O)CNc1ncnc2nc[nH]c12 (stereo unspecified)
2	19	0.8	5	-2	0.9	-3	1.4	5	COc1cc(C(=O)N(Cc2ccc(N(C)C)cc2)C2CCS(=O)(=O)C2)cc(OC)c1OC (stereo unspecified)
-27	77*	0.2	14	8	0.9	-12	0.8	10	O=c1oc(-c2ccccc2Cl)nc2ccsc12
-4	41	0.6	68*	0	0.3	-62	0.9	0	O=C(Nc1ccc2oc(-c3ccncc3)nc2c1)c1ccccc1F

# High-throughput results from PubChem BioAssay.
